# Gli-Sufu antag: Gli-Sufu pathway antagonists, primary screen, luciferase luminescence, Sufu-KO-LIGHT cells, uHTS. inhibition, % at 5 µM. actives 0.74% (n = 340,000). Sufu-KO-LIGHT fibroblasts, Gli luciferase reporter luminescence;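 active means inhibition above about 55%, limit read from the data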;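 further: 0% = DMSO-treated cells and 100% = wells with medium but no cells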
# Apaf-1 inh: inhibitors of human Apaf-1 apoptosome, primary screen, biochemical, DEVD-Rh110 fluorescence, uHTS | Apoptotic protease-activating factor 1 (Homo sapiens), O14727 | reconstituted apoptosome caspase-3 activity | inhibition, % at 20 µM | actives 0.71% (n = 330,000) | AID 489030, 2010; active means inhibition of at least 40% at 20 µM;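 further: plate controls were DMSO wells for no effect and DEVD-CHO caspase inhibitor wells for full effect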
#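 System: reconstituted apoptosome with Apaf-1, cytochrome c, caspase-9, procaspase-3, dATP; Signal: Rh110 fluorescence intensity; Schedule: 30 min compound preincubation, 50 min activation, room temperature; Reagent: cytochrome c trigger plus (Z-DEVD)2-Rh110 caspase-3 substrate.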
# SENP7 block: SENP7 protease inhibitors, primary screen, biochemical, luminescence, uHTS | Sentrin-specific protease 7 (Homo sapiens), Q9BQF6 | recombinant SENP7, Z-RLRGG-aminoluciferin luminescence, 40 min | inhibition, % at 5 µM | actives 1.5% (n = 330,000);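 active means inhibition above about 50% at the single test dose, limit read from the data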;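 further: plate controls were DMSO with enzyme for no effect and no enzyme buffer wells for full effect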
# Target sequence (Q9BQF6 706-1050 limits assumed): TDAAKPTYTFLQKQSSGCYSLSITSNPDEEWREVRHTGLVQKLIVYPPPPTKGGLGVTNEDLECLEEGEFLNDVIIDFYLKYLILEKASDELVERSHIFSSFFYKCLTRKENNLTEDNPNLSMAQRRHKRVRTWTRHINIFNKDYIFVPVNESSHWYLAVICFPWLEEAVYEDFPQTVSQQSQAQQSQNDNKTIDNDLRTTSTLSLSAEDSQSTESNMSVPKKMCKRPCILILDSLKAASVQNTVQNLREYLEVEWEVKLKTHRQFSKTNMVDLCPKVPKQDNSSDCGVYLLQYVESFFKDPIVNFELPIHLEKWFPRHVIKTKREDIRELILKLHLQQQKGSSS
# 697 NFkB inh: inhibitors of PMA/ionomycin-induced NF-kB reporter, 697 cells, primary screen, B-cell NF-kB inhibitor project, cell-based, luminescence, uHTS | 697 B-cell NF-kB luciferase reporter, 16 h | inhibition, % at 4 µM | actives 0.33% (n = 330,000) | AID 435022, 2010; in the data active means inhibition above about 35%
# SENP8 block: SENP8 protease inhibitors, primary screen, biochemical, luminescence | inhibition, % at 10 µM | actives 1.2% (n = 330,000) | AID 2540, 2010 | purified SENP8, Z-RLRGG-aminoluciferin cleavage
# Target sequence (Q96LD8 whole entry, looked up): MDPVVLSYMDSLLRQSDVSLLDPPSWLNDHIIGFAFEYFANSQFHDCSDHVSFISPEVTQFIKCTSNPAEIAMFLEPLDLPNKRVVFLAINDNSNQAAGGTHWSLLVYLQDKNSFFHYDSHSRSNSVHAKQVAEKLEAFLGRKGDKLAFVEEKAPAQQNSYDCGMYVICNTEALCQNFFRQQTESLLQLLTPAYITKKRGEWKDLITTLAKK
# Jurkat NFkB inh: inhibitors of induced NF-kB luciferase reporter, primary screen, TCR NF-kB activation inhibitor project, cell-based, luminescence, uHTS; Jurkat, PMA/ionomycin-induced NF-kB luciferase reporter; inhibition, % at 4 µM; actives 0.53% (n = 330,000)
# UBC13 polyUb: UBC13 polyubiquitin chain formation inhibitors, primary screen, biochemical, TR-FRET, uHTS. AID 485273, 2010. Ubiquitin-conjugating enzyme E2 N (Homo sapiens), P61088. actives 0.47% (n = 330,000). inhibition, % at 20 µM; in the data active means inhibition above about 45%, passing the limit was not always enough
# Target sequence (P61088 whole entry, looked up): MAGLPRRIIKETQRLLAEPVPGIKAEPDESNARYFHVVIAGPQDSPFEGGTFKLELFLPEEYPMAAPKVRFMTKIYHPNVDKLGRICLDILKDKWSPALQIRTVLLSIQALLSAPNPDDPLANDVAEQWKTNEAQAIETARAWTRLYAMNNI
# HKDC1 inh: HKDC1 hexokinase inhibitors, primary screen, biochemical, fluorescence, uHTS | Q2TB90 | recombinant HKDC1, G6PDH/diaphorase resazurin coupled fluorescence | inhibition, % at 20 µM | actives 0.16% (n = 340,000) | AID 493160, 2011;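 active means inhibition above about 35% when tested at 20 µM, limit read from the data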;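 further: plate controls were DMSO wells with enzyme for no effect and DMSO wells lacking enzyme for full effect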
#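 Assay system: in-house recombinant HK5 (HKDC1) enzyme. Input: HKDC1 at 5 µg/mL. Medium: Tris pH 8.0 buffer with MgCl2, Tween-20, BSA, BME. Dosing: single 20 µM dose. Schedule: 90 min reaction incubation at room temperature, dark. Signal: resazurin-to-resorufin fluorescence via G6PDH and diaphorase coupling, 525/613 nm. Controls: DMSO-enzyme wells negative, buffer-substituted wells positive.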
# * hit, by the source's call. Unless noted, no stated cut-off is given here; in the data, active means inhibition above about 50%; inactive means the rest. Not a hit list; overall some 3.6% were active at least once.
# The opening 12 compounds as a preview:
item	Structure	Gli-Sufu antag	Apaf-1 inh	SENP7 block	697 NFkB inh
1	COc1cccc2cc(C(=O)OCC(=O)N3CC(C)OC(C)C3)c(=O)oc12 (stereo not given)	-11	6	-11	-20
2	CC1=C(C)[N+](=O)C2(O)CCCCC2(C)N1[O-] (stereo not given)	3	1	1	11
3	COc1ccc(C2Nc3ccccc3C(=O)N2O)cc1OC (stereo not given)	-9	-5	-3	-2
4	CCn1c(SCC(=O)Nc2ccc(C)cc2)nnc1-c1ccccn1	5	-1	-7	11
5	CCN(Cc1ccncc1)C(=S)Nc1ccc(Cl)cc1	-28	-6	1	8
6	c1cnc(Sc2ccc3nnnn3n2)nc1	24	-3	-3	12
7	CCOc1ccccc1NC(=O)COC(=O)CNS(=O)(=O)c1ccc(C)cc1	4	-1	-6	-15
8	Cc1ccc(NC(=O)COc2ccccc2)c(NC(=O)c2ccco2)c1	9	6	-10	11
9	Cc1cccc(OCCSc2nc3c([nH]2)c(=N)ncn3Cc2ccccc2)c1	-6	6	-1	-18
10	Cc1cc(C)nc(N(C#N)S(=O)(=O)c2ccccc2Cl)n1	6	5	4	-3
11	Cc1ccc(C(=O)Nc2ccc3c(c2)CCC3)o1	-67	-6	80*	-87
12	Cc1ccc(N2C(=O)CC(Nc3ccc(Cl)c(S(=O)(=O)N(C)C)c3)C2=O)c(C)c1 (stereo not given)	-5	10	-6	2

item	SENP8 block	Jurkat NFkB inh	UBC13 polyUb	HKDC1 inh
1	0	-24	-12	1
2	1	7	0	-15
3	-4	2	22	-6
4	-8	-4	-1	-3
5	-6	20	-5	-3
6	-10	-5	-3	1
7	-10	-15	6	-6
8	0	5	4	1
9	0	-8	12	-6
10	-7	-2	3	-6
11	68*	-126	2	-9
12	-7	1	-4	-5

# The listing (from the top)
item	Structure	Gli-Sufu antag	Apaf-1 inh	SENP7 block	697 NFkB inh
1	COc1cccc2cc(C(=O)OCC(=O)N3CC(C)OC(C)C3)c(=O)oc12 (stereo not given)	-11	6	-11	-20
2	CC1=C(C)[N+](=O)C2(O)CCCCC2(C)N1[O-] (stereo not given)	3	1	1	11
3	COc1ccc(C2Nc3ccccc3C(=O)N2O)cc1OC (stereo not given)	-9	-5	-3	-2
4	CCn1c(SCC(=O)Nc2ccc(C)cc2)nnc1-c1ccccn1	5	-1	-7	11
5	CCN(Cc1ccncc1)C(=S)Nc1ccc(Cl)cc1	-28	-6	1	8
6	c1cnc(Sc2ccc3nnnn3n2)nc1	24	-3	-3	12
7	CCOc1ccccc1NC(=O)COC(=O)CNS(=O)(=O)c1ccc(C)cc1	4	-1	-6	-15
8	Cc1ccc(NC(=O)COc2ccccc2)c(NC(=O)c2ccco2)c1	9	6	-10	11
9	Cc1cccc(OCCSc2nc3c([nH]2)c(=N)ncn3Cc2ccccc2)c1	-6	6	-1	-18
10	Cc1cc(C)nc(N(C#N)S(=O)(=O)c2ccccc2Cl)n1	6	5	4	-3

item	SENP8 block	Jurkat NFkB inh	UBC13 polyUb	HKDC1 inh
1	0	-24	-12	1
2	1	7	0	-15
3	-4	2	22	-6
4	-8	-4	-1	-3
5	-6	20	-5	-3
6	-10	-5	-3	1
7	-10	-15	6	-6
8	0	5	4	1
9	0	-8	12	-6
10	-7	-2	3	-6

# The results go on.
item	Structure	Gli-Sufu antag	Apaf-1 inh	SENP7 block	697 NFkB inh
11	Cc1ccc(C(=O)Nc2ccc3c(c2)CCC3)o1	-67	-6	80*	-87
12	Cc1ccc(N2C(=O)CC(Nc3ccc(Cl)c(S(=O)(=O)N(C)C)c3)C2=O)c(C)c1 (stereo not given)	-5	10	-6	2
13	COCCCNC(=O)Cn1cnc2sc(C)c(S(=O)(=O)N3CCN(c4ncccn4)CC3)c2c1=O	1	14	7	5
14	CCCCNC(=O)CCNS(=O)(=O)c1ccc(Br)cc1	1	-20	2	26
15	CN1CCN(C(=O)CSc2nc(-c3ccco3)cc(C(F)(F)F)n2)CC1	1	-6	-6	8
16	CCOc1cccc(/C(O)=C2/C(=O)C(=O)N(CCN3CCOCC3)C2c2cccnc2)c1 (stereo not given)	1	-2	-1	5
17	CCCN(CCC)C(=S)NC(=O)c1ccc(Cl)cc1Cl	1	-2	-9	-7
18	O=C(NC1CCC(O)CC1)C1CCN(S(=O)(=O)c2c(Cl)cccc2Cl)CC1 (stereo not given)	-1	-3	7	4
19	Cc1ccc(-c2noc(CC(c3ccccc3)c3ccccc3)n2)cc1	6	12	9	7
20	Cc1ccc(O)c(NC(=S)NC(=O)COc2ccc(Br)cc2)c1	-2	10	-2	-18

item	SENP8 block	Jurkat NFkB inh	UBC13 polyUb	HKDC1 inh
11	68*	-126	2	-9
12	-7	1	-4	-5
13	2	0	0	10
14	5	-3	4	-8
15	3	-5	-4	-15
16	-10	0	1	0
17	-2	-9	16	-11
18	-2	-13	5	-4
19	-6	-2	4	0
20	-5	14	-2	-10

# (further entries)
item	Structure	Gli-Sufu antag	Apaf-1 inh	SENP7 block	697 NFkB inh
21	CCOc1ccc(-c2csc(C3COc4ccccc4O3)n2)cc1 (stereo not given)	-68	-3	8	-61
22	O=C(NC12CC3CC(CC(C3)C1)C2)c1ccc(-c2ccc(Br)cc2)o1	-69	17	-11	-154
23	O=C(NCc1ccc(F)cc1)N1CCN(C(=O)c2ccccc2)CC1	3	-1	4	2
24	Cc1ccc(NC(=O)Cn2c(=O)oc3cc(S(=O)(=O)N4CCC(C)CC4)ccc32)cc1C	38	11	0	3
25	O=C(c1cc(F)ccc1F)C1CCCN(Cc2cccn2-c2ccccn2)C1 (stereo not given)	22	-2	6	8
26	CCN(c1ccccc1)S(=O)(=O)c1nnc(NC(=O)CC(C)C)s1	5	-2	-6	-4
27	Cc1cc(N2CCN(C)CC2)nc2ccc(NC(=O)CCC(=O)NCCC3=CCCCC3)cc12	16	16	2	-15
28	Cc1ccc(C(=O)Nc2cccc(C(F)(F)F)c2)cc1NC(=O)c1ccno1	20	4	2	60*
29	C=CCNC(=O)c1onc(CSc2ccc(C)c(C)c2)c1C(=O)O	-13	4	-2	14
30	Cn1c(=O)[nH]c(=O)c2c1nc(N1CCOCC1)n2CCCSc1ncccn1	13	-11	3	16

item	SENP8 block	Jurkat NFkB inh	UBC13 polyUb	HKDC1 inh
21	-9	-77	-11	-14
22	-8	-113	-2	8
23	2	7	3	-4
24	9	-1	-10	-1
25	-2	8	8	-5
26	0	12	4	-6
27	-6	-3	6	7
28	11	51*	4	0
29	-11	3	0	5
30	-4	2	-1	-6

# (next part)
item	Structure	Gli-Sufu antag	Apaf-1 inh	SENP7 block	697 NFkB inh
31	CCN(C(=O)CN1CCN(S(=O)(=O)c2cc(Cl)ccc2Cl)CC1)c1c(N)n(Cc2ccccc2)c(=O)[nH]c1=O	3	4	-11	-27
32	O=C(C(=O)N1CCN(c2cccc(Cl)c2)CC1)N1CCCCC1	5	2	-10	-8
33	COc1cccc(/C=N/NC(=O)CSCC(=O)Nc2ccccc2)c1O	29	3	7	6
34	Cc1ccc(OCCSc2ncnc3sc(C)c(C)c23)cc1C	-12	8	9	0
35	CC(C(=O)c1ccc(Br)cc1)[n+]1cccc(NC(=O)c2ccccc2)c1 (stereo not given)	5	5	-2	-10
36	FC(F)c1nnc2ccc(Cl)nn12	6	0	2	5
37	Cc1ccc(CNC(=O)c2ccc(C)c(S(=O)(=O)N3CCCCC3)c2)cc1	5	15	-9	2
38	Cc1cc(Br)cc(C)c1NC(=O)c1ccccc1[N+](=O)[O-]	3	-7	-1	-20
39	Cc1cc(C)n2nc(C(=O)N/N=C/c3c4ccccc4cc4ccccc34)nc2n1	-5	26	-3	1
40	CCC(C)c1ccccc1OCCCCN1CCCC1 (stereo not given)	10	-5	3	-2

item	SENP8 block	Jurkat NFkB inh	UBC13 polyUb	HKDC1 inh
31	-7	0	-7	-6
32	-5	-18	-4	-12
33	4	-3	-9	-2
34	-1	3	-2	-1
35	-12	-11	11	4
36	0	-6	2	-4
37	-14	1	-6	-4
38	-2	4	5	6
39	-7	8	-4	-2
40	3	17	11	21

# Continuation.
item	Structure	Gli-Sufu antag	Apaf-1 inh	SENP7 block	697 NFkB inh
41	COc1ccc(CCn2c(C)cc(C(=O)CSc3nnnn3-c3ccccc3)c2C)cc1OC	15	9	-7	22
42	O=S(=O)(Nc1ccc(-c2ccc(N3CCOCC3)nn2)cc1)c1cc(Cl)ccc1Cl	-11	19	8	-39
43	O=C(Nc1nccs1)c1ccc(S(=O)(=O)NCC2CCCCC2)cc1	42	13	-2	-22
44	O=C(CN(Cc1ccccc1)C(=O)CCC(=O)Nc1ccccn1)NCc1ccc(F)cc1	11	5	0	7
45	O=C(NC1CCC(O)CC1)c1ccc(-c2ccc([N+](=O)[O-])cc2)o1 (stereo not given)	-19	3	2	-6
46	O=C(c1ccco1)N1CCN(C(c2ccc(Cl)cc2)c2nnnn2Cc2ccccc2)CC1 (stereo not given)	7	11	0	12
47	CC(C)CCN(C(=O)C1CCCC1)c1c(N)n(Cc2ccccc2)c(=O)[nH]c1=O	-2	15	-6	-3
48	Cc1cccc(NC2=NCC(=O)N2Cc2cccs2)c1	-16	-11	-1	-9
49	COc1cccc(/C=N/NC(=O)c2cc(-c3cccn3C)n[nH]2)c1	0	-9	-4	9
50	Nc1nc(Cl)cc(=O)n1Cc1ccc(Cl)cc1	6	-15	-2	12

item	SENP8 block	Jurkat NFkB inh	UBC13 polyUb	HKDC1 inh
41	1	5	-1	-5
42	-4	-15	-17	3
43	-14	37	-7	-8
44	1	-16	0	4
45	-1	-10	-6	-3
46	-2	4	4	6
47	-11	-19	-6	-6
48	-1	11	9	12
49	-3	11	0	0
50	1	7	18	4

# (list continues)
item	Structure	Gli-Sufu antag	Apaf-1 inh	SENP7 block	697 NFkB inh
51	COCCn1nnnc1C(c1ccccc1OC)N1CCN(c2ccccc2)CC1 (stereo not given)	-1	5	3	5
52	COc1cc(CCC(=O)OCC(=O)c2ccc[nH]2)cc(OC)c1OC	-1	-8	-6	16
53	CC1CCN(C(=O)CC#N)CC1	10	-3	-2	-4
54	Cc1cccc(C)c1N=C1NN=C(c2ccccc2F)CS1	11	6	0	-16
55	Cc1ccc(C(=O)O/N=C(\N)c2ccc(Br)cc2)cc1C	-43	-4	4	-66
56	COc1cc(/C=C2\CC/C(=C\c3cc(OC)c(OC)c(OC)c3)C2=O)cc(OC)c1OC	28	0	-3	26
57	O=C(NCc1ccc2c(c1)OCO2)C12CC3CC(CC(C3)C1)C2	-1	5	1	-4
58	CCOc1ccc(-c2nc(CN3CCCC(C(=O)N4CCOCC4)C3)c(C)o2)cc1 (stereo not given)	-30	3	9	-43
59	O=C(O)Cn1cc(F)c(=O)[nH]c1=O	-1	2	9	-2
60	C#Cc1cccc(NC(=O)c2ccc3c(c2)C(=O)N(Cc2cccnc2)C3=O)c1	-2	6	75*	-4

item	SENP8 block	Jurkat NFkB inh	UBC13 polyUb	HKDC1 inh
51	1	9	-8	-2
52	3	-18	-3	-1
53	-5	-7	-6	-5
54	-5	-3	11	-14
55	-14	-76	1	-2
56	0	18	6	-5
57	1	-13	9	-4
58	0	-3	0	1
59	-13	5	-18	-2
60	47	7	-2	-2

# Compound activity deposited in PubChem by Sanford-Burnham Center for Chemical Genomics.
